ZTA counter = counter-screen for EBNA-1 inhibitors: inhibitors of Epstein-Barr virus ZTA; 320,000 compounds, 0.15% hits; inhibition, % at 11 µM; P03206; ZTA-DNA binding, fluorescence polarization; in the data active means inhibition above about 33%
Target sequence (P03206 whole entry, looked up): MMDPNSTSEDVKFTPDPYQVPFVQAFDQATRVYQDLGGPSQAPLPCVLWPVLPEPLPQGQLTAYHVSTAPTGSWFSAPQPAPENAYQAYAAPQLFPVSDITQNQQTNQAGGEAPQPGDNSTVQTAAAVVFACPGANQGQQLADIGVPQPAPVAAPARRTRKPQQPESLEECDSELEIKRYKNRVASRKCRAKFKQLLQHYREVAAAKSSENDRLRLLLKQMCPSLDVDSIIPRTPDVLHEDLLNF
CR mimetic SO = caloric restriction mimetics inhibiting age-related superoxide in yeast. 330,000 compounds, 0.18% hits. S. cerevisiae aged cells, superoxide DHE fluorescence; active compounds read low. superoxide response (% of plate mean), % at 10 µM;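 active means superoxide response under a set limit, about three screen SD below normal, cut at about 65% in these data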;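 further: yeast aged for seven days with compound at 30 °C before DHE staining; 100% = average MFI of all compound-treated wells on the plate with controls excluded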
Efflux pump inh = inhibitors of Candida antifungal efflux pumps expressed in yeast. S. cerevisiae Candida pump triplex, Nile Red efflux. inhibition, % at 10 µM. 330,000 compounds, 0.44% hits. AID 485275;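 active means plate passing quality check with inhibition over a set limit, or well fluorescence over plate mean plus 4 SD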;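 further: Nile Red retained in pooled yeast measured as flow cytometry median fluorescence; 0% = buffer negative control and 100% = Enniatin B positive control; higher means more Nile Red kept so more efflux inhibition; some compounds called inactive have numbers as strong as hits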
MEX-5 binding = C. elegans MEX-5 TCR-2 RNA binding activity. MEX-5/FITC-TCR2 RNA binding, fluorescence polarization; active compounds read low. activity score (negative = inhibition of binding), % at 10 µM. 300,000 compounds, 0.38% hits. AID 1832;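 active means inhibition past about -25% in most replicates, and total fluorescence under double the plate's negative control median, limit read from the data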;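 further: 0% = DMSO and -100% = 5 µM competing unlabeled TCR2 RNA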
GLD-1 RNA inh = GLD-1-TGE RNA interaction inhibition (C. elegans). AID 2280. Q17339. purified GLD-1 + fluorescein TGE RNA, fluorescence polarization. inhibition, % at 5.96 µM. 320,000 compounds, 0.44% hits;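 active means percent inhibition above a per-plate cutoff, the plate mean of test compounds plus 3 SD, cut at about 30% in these data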;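 further: 0% = DMSO wells with GLD-1 and probe and 100% = wells lacking GLD-1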
Target sequence (Q17339 whole entry, looked up): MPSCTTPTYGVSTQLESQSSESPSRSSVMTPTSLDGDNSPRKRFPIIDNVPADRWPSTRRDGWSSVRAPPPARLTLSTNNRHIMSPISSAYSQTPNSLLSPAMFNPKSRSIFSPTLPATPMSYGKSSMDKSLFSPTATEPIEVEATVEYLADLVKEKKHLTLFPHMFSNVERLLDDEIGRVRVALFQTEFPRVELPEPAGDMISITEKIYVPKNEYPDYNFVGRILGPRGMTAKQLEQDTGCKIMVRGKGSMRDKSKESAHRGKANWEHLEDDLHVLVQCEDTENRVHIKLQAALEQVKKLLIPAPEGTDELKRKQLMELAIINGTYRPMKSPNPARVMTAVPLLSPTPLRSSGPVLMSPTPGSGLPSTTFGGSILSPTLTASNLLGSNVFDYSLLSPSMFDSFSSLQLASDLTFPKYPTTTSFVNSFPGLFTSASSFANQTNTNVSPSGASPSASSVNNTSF
MCL1-BIM inh = inhibitors of human MCL1 binding to BIM-BH3 peptide; Q07820; GST-MCL1 / FITC-Bim-BH3 fluorescence polarization; inhibition, % at 10.9 µM; 320,000 compounds, 0.68% hits;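 active means inhibition above the mean inhibition of all tested compounds plus 3 SD, set per campaign, cut at about 40% in these data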;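 further: 0% = DMSO wells and 100% = unlabeled Bim-BH3 peptide control; higher means more loss of mP so more displacement of Bim peptide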
EBNA-1 inhibitor = blocks EBNA-1 binding to DNA; AID 1950; inhibition, % at 14.8 µM; EBNA-1 DNA binding, fluorescence polarization; 300,000 compounds, 0.34% hits; in the data active means inhibition above about 28%
Bcl-xL primary = blocks human Bcl-xL binding to Bim BH3 peptide; inhibition, % at 10.9 µM; Q07817; GST-Bcl-xL / FITC-Bim BH3 peptide fluorescence polarization; 320,000 compounds, 0.7% hits;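 active means inhibition above the mean of all tested compounds plus 3 SD, cutoff set per campaign, cut at about 30% in these data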;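 further: 0% = DMSO wells and 100% = unlabeled Bim-BH3 peptide competitor; inhibitors lower millipolarization by displacing the labeled peptide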
Target sequence (Q07817 whole entry, looked up): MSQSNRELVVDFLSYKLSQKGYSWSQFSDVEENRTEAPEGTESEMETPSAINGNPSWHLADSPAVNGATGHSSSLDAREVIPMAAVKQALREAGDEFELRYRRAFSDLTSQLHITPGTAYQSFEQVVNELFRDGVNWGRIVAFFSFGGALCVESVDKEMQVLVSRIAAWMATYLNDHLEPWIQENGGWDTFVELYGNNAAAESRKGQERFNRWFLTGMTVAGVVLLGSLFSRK
Fam108B counter = blocks mouse Fam108B hydrolase in RBBP9 counter-screen; recombinant Fam108B, FP-Rh probe fluorescence polarization; inhibition, % at 9.51 µM; 300,000 compounds, 0.33% hits; AID 1947;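 active means inhibition above the screen mean inhibition plus 3 SD, computed separately per campaign, cut at about 18% in these data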;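 further: inhibitors lower polarization as less probe binds the enzyme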
* marks the source's active call; other numbers are inactive results; x = not tested or not shown.

SMILES | ZTA counter | CR mimetic SO | Efflux pump inh | MEX-5 binding | GLD-1 RNA inh | MCL1-BIM inh | EBNA-1 inhibitor | Bcl-xL primary | Fam108B counter
CC(C)(C)n1nnnc1CN1CCSCC1 | 11 | 104 | 0.0 | 0.7 | 0 | -10 | 6 | -3 | -1
CCSc1nnc(NC(=O)CSc2nnc(CNC(=O)c3ccc(OC)cc3)o2)s1 | 10 | 97 | -0.1 | -0.5 | 3 | 13 | -9 | 4 | 0
COc1ccc(C2C(C(=O)N3CCCCC3)CC(=O)N2c2ccc(OC)cc2)cc1 (configuration not stated) | 14 | 103 | 0.1 | -0.3 | 10 | 6 | 3 | 4 | 1
Cc1ccc(OCc2ccc(C(=O)Nc3nc4ccccc4n3Cc3ccccc3)o2)c([N+](=O)[O-])c1 | 6 | 88 | -0.1 | -1.6 | 7 | 7 | 12 | 3 | -6
Cc1nn(CC(=O)O)c(C)c1[N+](=O)[O-] | -17 | 113 | 0.1 | -1.8 | -1 | -1 | -1 | 0 | -2
CCOC(=O)c1cccc(NC(=O)CSc2nc3ccccc3c(=O)n2CCOC)c1 | 8 | 98 | 0.0 | x | 3 | 4 | 9 | 3 | -2
O=C(Nc1ccc(O)cc1)c1cc(S(=O)(=O)N2CCCC2)ccc1Cl | -11 | 101 | -0.1 | -0.2 | -2 | 0 | 4 | 0 | -3
S=C(NNc1ccnc2cc(Cl)ccc12)Nc1ccc(Cl)cc1Cl | -3 | 101 | 0.1 | -0.7 | -9 | -10 | -9 | -1 | 7
C=CCSc1nnc2c(n1)OC=Nc1ccc(Br)cc1-2 | 3 | 115 | 0.0 | 0.7 | 3 | 5 | -8 | 6 | 1
O=C(NC1CC1)C1CC(=O)N(C2CCCCC2)C1 (configuration not stated) | -19 | 102 | -0.2 | -3.1 | 4 | 7 | -3 | 4 | -3
Cc1ccc(NC(=O)c2ccc3c(c2)OCO3)cc1S(=O)(=O)N1CCOCC1 | -3 | 127 | 0.0 | x | -4 | -2 | x | 0 | x
Cc1c(NC(=O)c2cnn3c2NC(c2ccccc2)CC3C(F)(F)F)c(=O)n(-c2ccccc2)n1C (configuration not stated) | 4 | 109 | 0.0 | 1.6 | 5 | 9 | -3 | 4 | 0
O=C(NC(=S)NCC1CCCO1)c1cccs1 (configuration not stated) | -10 | 102 | 0.5 | -1.8 | 19 | 6 | -14 | 5 | -3
Cc1nnsc1NC(=O)OCc1ccc(C(F)(F)F)cc1 | -3 | 108 | -0.1 | 0.5 | 7 | -2 | 3 | 3 | 0
CC1(OC(=O)C2CCCC2)C(=O)C=C2C=C(c3ccsc3)N(CCc3ccccn3)C=C2C1=O (configuration not stated) | -4 | 105 | 0.3 | -6.8 | 37* | 56* | -10 | 48* | 2
CC(=O)N1CCN(c2ccc(NC(=O)c3ccc(C(C)(C)C)cc3)cc2)CC1 | 0 | 99 | 0.0 | -0.4 | 3 | -3 | -9 | 2 | 0
CC(C)Cc1nnc(NC(=O)CCC(=O)Nc2ccc(Cl)cc2)s1 | 5 | 115 | 0.1 | 0.3 | -2 | -4 | 18 | 4 | -4
CC1=Nc2cc(C(=O)NCCCOC(C)C)ccc2Sc2ccc(C)cc21 | 5 | 99 | -0.1 | -1.3 | 5 | -4 | 2 | 1 | -5
C=CCn1c(=O)c2c(nc3n2CC(C)CN3CCc2ccccc2)n(C)c1=O (configuration not stated) | 8 | 82 | -0.1 | 2.5 | 6 | -2 | 4 | -2 | 2
O=C(CCCCCN1C(=O)c2ccccc2C1=O)NCc1ccccn1 | -2 | 92 | 0.0 | -1.2 | 7 | 7 | -5 | 4 | 0
Cc1ccc(S(=O)(=O)NC(C)C(c2cccs2)N2CCN(c3ccccc3)CC2)cc1 (configuration not stated) | 7 | 109 | 0.0 | -0.7 | 11 | 1 | 3 | 5 | 3
Cc1nn(-c2ccccc2)nc1C(=O)Nc1ccc2c(c1)OCCO2 | 1 | 111 | -0.1 | 1.4 | 5 | 2 | 2 | -4 | -4
Cc1cccc(NC(=O)CC2C(=O)NCCN2C(=S)Nc2ccccc2)c1 (configuration not stated) | 3 | 92 | 0.0 | 0.4 | 2 | 4 | -4 | 7 | 1
COc1ccc(CC(=O)NNc2ncnc3c2cnn3-c2ccc(C)cc2)cc1OC | -13 | 98 | -0.1 | 0.6 | 3 | -4 | -3 | -5 | -4
Cc1ccc(S(=O)(=O)NNC(=O)CCC(=O)Nc2ccccc2)cc1 | 2 | 89 | -0.1 | 1.6 | 4 | 8 | 4 | 2 | 3

Ten structures from above, ordered by molar mass, descending:
SMILES | ZTA counter | CR mimetic SO | Efflux pump inh | MEX-5 binding | GLD-1 RNA inh | MCL1-BIM inh | EBNA-1 inhibitor | Bcl-xL primary | Fam108B counter
Cc1c(NC(=O)c2cnn3c2NC(c2ccccc2)CC3C(F)(F)F)c(=O)n(-c2ccccc2)n1C (configuration not stated) | 4 | 109 | 0.0 | 1.6 | 5 | 9 | -3 | 4 | 0
CC1(OC(=O)C2CCCC2)C(=O)C=C2C=C(c3ccsc3)N(CCc3ccccn3)C=C2C1=O (configuration not stated) | -4 | 105 | 0.3 | -6.8 | 37* | 56* | -10 | 48* | 2
CCSc1nnc(NC(=O)CSc2nnc(CNC(=O)c3ccc(OC)cc3)o2)s1 | 10 | 97 | -0.1 | -0.5 | 3 | 13 | -9 | 4 | 0
CCOC(=O)c1cccc(NC(=O)CSc2nc3ccccc3c(=O)n2CCOC)c1 | 8 | 98 | 0.0 | x | 3 | 4 | 9 | 3 | -2
COc1ccc(CC(=O)NNc2ncnc3c2cnn3-c2ccc(C)cc2)cc1OC | -13 | 98 | -0.1 | 0.6 | 3 | -4 | -3 | -5 | -4
Cc1ccc(NC(=O)c2ccc3c(c2)OCO3)cc1S(=O)(=O)N1CCOCC1 | -3 | 127 | 0.0 | x | -4 | -2 | x | 0 | x
CC(=O)N1CCN(c2ccc(NC(=O)c3ccc(C(C)(C)C)cc3)cc2)CC1 | 0 | 99 | 0.0 | -0.4 | 3 | -3 | -9 | 2 | 0
Cc1nnsc1NC(=O)OCc1ccc(C(F)(F)F)cc1 | -3 | 108 | -0.1 | 0.5 | 7 | -2 | 3 | 3 | 0
O=C(NC(=S)NCC1CCCO1)c1cccs1 (configuration not stated) | -10 | 102 | 0.5 | -1.8 | 19 | 6 | -14 | 5 | -3
Cc1nn(CC(=O)O)c(C)c1[N+](=O)[O-] | -17 | 113 | 0.1 | -1.8 | -1 | -1 | -1 | 0 | -2

The listing continues:
SMILES | ZTA counter | CR mimetic SO | Efflux pump inh | MEX-5 binding | GLD-1 RNA inh | MCL1-BIM inh | EBNA-1 inhibitor | Bcl-xL primary | Fam108B counter
CC(C)(C)Sc1ccc([N+](=O)[O-])cc1C(=O)Nc1ccncc1 | -15 | 128 | -0.2 | -0.4 | 1 | 4 | -6 | 3 | -3
Cc1ccc(C=NCc2ccncc2)c(O)c1 | -14 | 102 | 0.1 | -3.6 | -7 | -1 | 13 | 4 | -2
CCn1cc(/C=C(\NC(=O)c2ccccc2F)C(=O)N2CCOCC2)c2ccccc21 | -7 | 91 | 0.2 | -1.4 | -7 | 1 | -8 | 4 | 0
Cc1onc(-c2ccc(Cl)cc2)c1-c1ccnn1S(=O)(=O)c1cccc(C(F)(F)F)c1 | -1 | 75 | 0.2 | -1.2 | 5 | 11 | -2 | 3 | 2
COc1cccc(Oc2cc(NN3CCCCC3)c([N+](=O)[O-])cc2[N+](=O)[O-])c1OC | -5 | 92 | -0.1 | 1.3 | -4 | 1 | 7 | 3 | 2
COc1ccc(CNC(=O)COC(=O)c2nc3nc(C)cc(C)n3n2)cc1 | -6 | 91 | 0.0 | x | -5 | -3 | x | 0 | x
O=C(c1ccccc1F)N1CCCC(C(=O)N2CCc3ccccc3C2)C1 (configuration not stated) | 14 | 95 | -0.1 | 0.0 | 3 | 1 | -11 | 5 | -4
O=C(Cn1nnc(-c2ccc(OCc3ccccc3F)cc2)n1)N1CCOCC1 | 0 | 94 | 0.0 | -1.0 | -3 | 10 | 8 | 9 | 1
O=C(/C=C/c1ccccc1)NCCSCc1ccccc1Cl | 11 | 98 | -0.1 | -0.6 | -3 | 0 | -4 | 5 | -5
CN(C(=O)Cn1cccc1C1=NC(c2ccccc2)CO1)c1ccccc1 (configuration not stated) | -3 | 119 | 0.1 | -1.6 | 5 | 0 | -3 | 4 | 1
O=C(O)C1C2C=CC(C2)C1C(=O)Nc1cccc(C(F)(F)F)c1 (configuration not stated) | -11 | 103 | 0.1 | -2.5 | 7 | 11 | 1 | 7 | 5
O=C(/C=C/c1ccccc1)Nc1ccc2c(c1)OCCO2 | 4 | 107 | 0.1 | 1.3 | 6 | 2 | -1 | 6 | 2
CN(Cc1ccco1)C(=O)C1CCN(c2nnc(-n3cccc3)s2)CC1 | 0 | 103 | 0.4 | -2.5 | -3 | -10 | 8 | -2 | -4
Cn1c(N)c(C(=O)COC(=O)CCOc2ccc(C(C)(C)C)cc2)c(=O)n(C)c1=O | 5 | 110 | 0.0 | -1.1 | 2 | -3 | -18 | 6 | 1
O=C1c2ccccc2C(=O)c2[nH]c(=O)[nH]c21 | -1 | 126 | 0.0 | -55* | 5 | 27 | 5 | 17 | 5
Cc1nc(C)c(-c2csc(Nc3ccc(N)cc3)n2)s1 | -17 | 95 | -0.4 | -1.6 | 6 | -1 | -2 | 4 | 5
O=C(O)c1cc(NS(=O)(=O)c2cccs2)cc(NS(=O)(=O)c2cccs2)c1 | 13 | 109 | -0.3 | x | 4 | 3 | x | 1 | x
COc1ccc(Cn2nnc3ccccc32)cc1 | -7 | 93 | -0.1 | -1.2 | -2 | 4 | 10 | 2 | -3
Cc1nc2sccn2c(=O)c1S(=O)(=O)NCc1ccccc1 | -7 | 90 | -0.1 | 0.5 | 4 | 15 | 0 | 2 | 1
NC(=O)C1CCN(C2OC(=O)c3ccccc32)CC1 (configuration not stated) | 11 | 94 | 0.1 | 2.0 | 8 | 3 | 7 | 5 | 7
Cc1ccc(S(=O)(=O)N2CCC(C(=O)NCc3ccccc3CN3CCCC3)CC2)cc1C | 0 | 112 | 0.1 | x | 3 | 9 | x | 6 | x
CCc1ccc(N(C(=O)c2csnn2)C(C(=O)NC(C)(C)C)c2ccncc2)cc1 (configuration not stated) | 0 | 95 | 0.1 | 0.4 | -3 | 12 | -8 | 4 | 2
COCc1nnc(NC(=O)c2sc3ccccc3c2Cl)s1 | -4 | 97 | -0.1 | 0.6 | 4 | -1 | 1 | 0 | 0
CCC1CCCCN1CCNC(=O)C1CCCN(S(=O)(=O)c2cccc3nsnc23)C1 (configuration not stated) | -16 | 95 | 0.5 | 0.7 | -1 | 1 | -2 | 1 | -3
Cc1ccc(NC(=O)CCCn2c(=O)[nH]c3ccsc3c2=O)cc1 | 6 | 98 | -0.2 | 3.0 | -1 | -2 | 16 | 2 | -1
Cc1ccc(C)c(C(=O)COc2ncnc3ccccc23)c1 | -14 | 104 | -0.1 | 0.2 | 0 | 5 | -3 | 7 | -3
O=c1ccc(-c2ccc(S(=O)(=O)Nc3cccc(Br)c3)o2)n[nH]1 | -6 | 91 | -0.4 | 0.6 | -2 | 11 | -11 | 9 | 2
Cc1csc(/C(=N\O)c2csc(C)n2)n1 | -11 | 88 | 0.0 | 3.5 | 3 | 5 | 4 | 2 | -3
CC(C)Cc1nnc(NC(=O)CCC(=O)NC2CCCCC2)s1 | 1 | 136 | 0.1 | 0.8 | -4 | 0 | -2 | 1 | 2
CN(c1ccccc1C(=O)Nc1cccc(C(F)(F)F)c1)S(C)(=O)=O | 0 | 104 | 0.0 | 0.7 | 6 | 6 | -15 | 2 | 1

Compound activity deposited in PubChem by several laboratories.
